From PubChem BioAssay
MBD2 DNA inh = MBD2-methylated oligo binding inhibition | inhibition, % at 4.4 µM | 0.31% of 370,000 active | TR-FRET, MBD2 binding to methylated oligonucleotide | AID 686964 | Q9UBB5; in the data active means inhibition above about 13%
PG9 Ab binder = small molecules binding HIV-1 gp120 antibody PG9; 0.43% of 360,000 active; TR-FRET gp120-PG9 antibody binding; inhibition, % at 6.7 µM; AID 624416; in the data active means inhibition above about 8.5%
NR1D1 modulator = Rev-erb alpha (human) modulation. P20393. Rev-erbα–FITC-DNA binding, fluorescence polarization, 90 min. activity, % at 10 µM. 0.79% of 370,000 active. AID 1259318;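 active means activity above about 14%, limit read from the data; passing the limit was not always enough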;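 further: 0% = DMSO wells with 35 nM protein and 100% = DMSO wells with 750 nM protein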
Target sequence (P20393 whole entry, looked up): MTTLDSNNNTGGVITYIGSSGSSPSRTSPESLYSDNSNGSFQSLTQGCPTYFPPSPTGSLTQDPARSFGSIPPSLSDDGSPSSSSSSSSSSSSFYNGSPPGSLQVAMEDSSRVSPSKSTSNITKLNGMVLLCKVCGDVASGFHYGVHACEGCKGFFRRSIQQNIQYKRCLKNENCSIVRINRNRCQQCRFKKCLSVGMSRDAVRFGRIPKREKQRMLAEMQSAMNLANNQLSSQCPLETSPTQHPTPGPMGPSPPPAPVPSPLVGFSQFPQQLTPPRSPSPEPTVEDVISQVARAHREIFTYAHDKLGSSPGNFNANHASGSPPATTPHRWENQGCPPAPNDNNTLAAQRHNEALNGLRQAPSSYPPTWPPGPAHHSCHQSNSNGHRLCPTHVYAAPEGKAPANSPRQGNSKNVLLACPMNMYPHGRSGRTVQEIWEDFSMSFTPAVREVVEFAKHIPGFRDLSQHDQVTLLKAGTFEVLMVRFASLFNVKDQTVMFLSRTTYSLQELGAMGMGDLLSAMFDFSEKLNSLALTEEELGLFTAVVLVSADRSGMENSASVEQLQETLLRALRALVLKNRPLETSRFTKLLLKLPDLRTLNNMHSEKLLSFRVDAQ
HTRA1 inhibitor = HTRA1 (human) protease inhibition; Q92743; recombinant HTRA1, FP-rhodamine activity-based probe, fluorescence polarization; inhibition, % at 5.96 µM; 0.5% of 340,000 active; AID 504803; in the data active means inhibition above about 36%;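 further: 0% = enzyme with DMSO and 100% = wells lacking enzyme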
LEDGF integ inh = blocks HIV-1 LEDGF/p75-dependent DNA integration | TR-FRET IN-LEDGF/p75 DNA integration, Eu/Cy5 | inhibition, % at 3.7 µM | 0.64% of 370,000 active | AID 743269;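 active means inhibition above the screen-wide mean plus 3 SD, cut at about 13% in these data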;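 further: signal is the Cy5 over europium emission ratio at 671 and 618 nm; 0% = plate median of compound wells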
PRMT1 inh = inhibitors of human PRMT1. Q99873. recombinant PRMT1, activity-based probe fluorescence polarization. inhibition, % at 2.79 µM. 1.3% of 370,000 active;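 active means inhibition above about 21% made by adding two undisclosed values, limit read from the data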
TCR CD3 inh = human TCR-CD3 binding inhibition; AID 651800; inhibition, % at 9.4 µM; 0.37% of 360,000 active; TAMRA-labeled TCR probe fluorescence, biochemical; in the data active means inhibition above about 19%;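 further: recombinant mutant TCR 2C K166C tagged with TAMRA read by polarization; 0% = receptor in buffer alone and 100% = receptor with positive control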
UHRF1 MBD2 ctr = human UHRF1 methylated DNA binding inhibitors; Q96T88; UHRF1 binding to methylated oligo, TR-FRET; inhibition, % at 4.4 µM; 0.75% of 370,000 active; AID 687016; in the data active means inhibition above about 21%;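 further: UHRF1 SRA domain binding a hemimethylated CpG hairpin DNA probe; 0% = median of test compound wells and 100% = reference inhibitor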
rCAG RNA binder = binds r(CAG) RNA repeats. 1.3% of 370,000 active. inhibition, % at 3 µM. r(CAG) RNA repeat, TO-PRO-1 dye displacement fluorescence;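 active means inhibition above the plate cutoff, the mean of all test compounds on that plate plus 3 SD, cut at about 35% in these data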;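 further: 0% = DMSO alone and 100% = 100 µM mitoxantrone as full dye displacement; higher means more dye released from RNA so lower well fluorescence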
ABHD4 inh = inhibits mouse alpha/beta hydrolase domain 4; Q8VD66; purified mABHD4, FP-Rh probe fluorescence polarization; inhibition, % at 8.92 µM; 0.54% of 370,000 active;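 active means inhibition exceeding the mean over every tested compound plus 3 SD, cut at about 30% in these data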;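 further: 0% = plate median of compound wells and 100% = S159A mutant with DMSO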
Target sequence (Q8VD66 whole entry, looked up, the tested form may be a part): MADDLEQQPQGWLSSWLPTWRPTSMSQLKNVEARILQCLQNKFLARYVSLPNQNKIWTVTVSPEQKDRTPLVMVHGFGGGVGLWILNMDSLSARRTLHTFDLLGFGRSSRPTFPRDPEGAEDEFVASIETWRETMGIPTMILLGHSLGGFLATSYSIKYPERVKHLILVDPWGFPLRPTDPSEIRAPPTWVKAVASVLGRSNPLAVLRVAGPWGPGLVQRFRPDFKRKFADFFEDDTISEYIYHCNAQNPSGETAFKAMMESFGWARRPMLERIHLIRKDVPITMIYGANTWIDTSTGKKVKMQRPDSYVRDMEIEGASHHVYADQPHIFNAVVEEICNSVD
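Assay system: Wild-type mouse ABHD4 protein | Medium: HEPES pH 7.0 buffer, 150 mM NaCl, 0.01% Pluronic F-127 | Incubation: Enzyme–compound pre-incubation 45 min, then probe 60 min, both 25 °C | Technique: Fluorescence polarization with parallel and perpendicular emission, 525/598 nm | Evaluation: % inhibition of FP-Rh probe binding versus controls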
Starred values were filed as active, the others as inactive; . = no result given.

The first 5 entries, ahead of the listing:
smiles,MBD2 DNA inh,PG9 Ab binder,NR1D1 modulator,HTRA1 inhibitor,LEDGF integ inh,PRMT1 inh,TCR CD3 inh,UHRF1 MBD2 ctr,rCAG RNA binder,ABHD4 inh
O=C(C1CC1)C1(C(=O)N2CCOCC2)CC(c2ccccn2)=NO1 (configuration not stated),2,.,1,.,-1,-2,.,5,1,-5
O=C(OCc1nc2ccccc2s1)C1CCN(S(=O)(=O)c2cccs2)CC1,2,0.7,-3,-15,1,1,1,0,-6,-7
COc1ccc(CN(C)CC(=O)Nc2ccccc2C(=O)NC2CC2)cc1OC,-4,0.3,-7,4,0,-4,6,-1,2,5
CCOC(=O)C1=C(N)Oc2cc(O)ccc2C1c1cccc(Cl)c1 (configuration not stated),-6,-2.1,2,-18,0,-1,1,-1,7,-1
Nc1cc(S(=O)(=O)Nc2cc(Cl)ccc2Cl)ccc1N1CCCC1,-6,0.0,2,12,6,-1,4,1,16,2

Main list, from the first entry:
smiles,MBD2 DNA inh,PG9 Ab binder,NR1D1 modulator,HTRA1 inhibitor,LEDGF integ inh,PRMT1 inh,TCR CD3 inh,UHRF1 MBD2 ctr,rCAG RNA binder,ABHD4 inh
O=C(C1CC1)C1(C(=O)N2CCOCC2)CC(c2ccccn2)=NO1 (configuration not stated),2,.,1,.,-1,-2,.,5,1,-5
O=C(OCc1nc2ccccc2s1)C1CCN(S(=O)(=O)c2cccs2)CC1,2,0.7,-3,-15,1,1,1,0,-6,-7
COc1ccc(CN(C)CC(=O)Nc2ccccc2C(=O)NC2CC2)cc1OC,-4,0.3,-7,4,0,-4,6,-1,2,5
CCOC(=O)C1=C(N)Oc2cc(O)ccc2C1c1cccc(Cl)c1 (configuration not stated),-6,-2.1,2,-18,0,-1,1,-1,7,-1
Nc1cc(S(=O)(=O)Nc2cc(Cl)ccc2Cl)ccc1N1CCCC1,-6,0.0,2,12,6,-1,4,1,16,2
C#CCOCCOCCOCCNc1nc(N2CCN(C(=O)[C@H](C(C)C)n3cc(CCO)nn3)CC2)nc(N2CCN(C(=O)[C@H]([C@@H](C)CC)n3cc(CCCCN)nn3)CC2)n1,4,-1.5,-2,0,-2,2,6,5,-5,-2
O=C(COC(=O)/C=C/c1ccccc1)NCc1ccc(Cl)cc1,1,-1.5,4,-5,1,-3,5,-2,-5,2
COc1ccc(OC)c(NC(=O)c2ccc3c(c2)OCO3)c1,1,-0.9,0,5,0,-2,2,-3,-5,0
Cn1cnc([N+](=O)[O-])c1Nc1ccc(O)cc1,-8,0.8,1,4,-2,1,8,-6,0,-3
Cc1cccc(Nc2ncnc3c2cnn3Cc2ccccc2)c1,1,-2.9,8,-21,-2,1,4,0,-4,-7
COc1ccccc1OCC(O)CN1CCN(C(=O)c2ccccc2)CC1 (configuration not stated),0,-0.2,-2,4,0,0,-11,1,-6,4
N=C1C(c2nc3ccccc3s2)=C(O)CN1C1CCCCC1,-5,-2.2,20*,4,-1,-1,4,-1,1,-6
CC(C)(C)OC(=O)NNC(=S)NC1CCCCC1,3,0.2,-1,-13,-2,2,-9,-1,-2,2
CCCCCC(O)(CCCCC)C(=O)NNc1ccccc1,4,-1.5,3,1,1,-2,-3,0,-10,-4
O=C(Cn1c(NCCO)nc2ccccc21)Nc1ccc2c(c1)OCCCO2,-2,-1.0,-3,1,3,-4,7,0,0,2
CCCN1CCN(C(=O)CCCn2c(C)c3cnn(-c4ccccc4)c(=O)c3c2C)CC1,2,-2.4,-5,2,0,-2,3,-3,1,-3
CC1Cc2ccccc2N1C(=O)CN1C(=O)NC2(CCCCC2)C1=O (configuration not stated),0,-0.4,6,5,2,-2,3,3,0,3
Cc1ccc(C)n1-c1ccc(C(=O)N2CCC(C(N)=O)CC2)cc1,0,2.4,1,5,-1,1,10,0,2,-3
Cc1ccc(NC2CCCN(C(=O)CN3C(=O)CSC3=O)C2)cc1C (configuration not stated),-6,-2.0,-4,-1,2,4,4,-2,4,-2
O=C(NCC1CCCN1S(=O)(=O)c1cccs1)C(=O)Nc1ccccc1 (configuration not stated),-3,-2.2,4,-5,-1,-4,5,0,5,2
O=C1CCC(=O)N1CN(C(=O)c1ccco1)c1ccc(Cl)c(Cl)c1,3,-1.0,4,3,0,-2,10,2,14,3
Cc1ccc(C(=O)Nc2ccccc2N2CCCCC2)cc1S(=O)(=O)N1CCOCC1,3,-1.2,6,-28,4,-4,6,4,3,-2
CCOC(=O)N1CCN(C(=O)C(C)NC(=O)c2ccco2)CC1 (configuration not stated),-7,-0.4,-2,2,1,-3,-6,7,-2,-3
CC(C)CNS(=O)(=O)c1ccc(CCC(=O)NCc2ccco2)cc1,2,-0.4,-6,-4,0,-1,5,-2,4,1
Cc1cc(S(=O)(=O)NCc2ccco2)c(C)cc1Cl,-6,-0.2,-3,-3,-1,-1,3,-2,3,-7
CCCC(c1nnnn1Cc1ccc2c(c1)OCO2)N1CCC(C(N)=O)CC1 (configuration not stated),-3,-1.9,-1,5,-1,-1,1,-4,1,-1
CCCCCC(=O)Nc1ccc(S(=O)(=O)Nc2cc(OC)nc(OC)n2)cc1,7,-0.8,2,8,-2,3,1,3,12,5
CC[C@@]1(C(=O)OC)N[C@H](CN(C)S(=O)(=O)c2ccc(C(C)(C)C)cc2)[C@@H]2C(=O)N(C)C(=O)[C@@H]21,3,0.5,-3,1,-1,0,3,19,-3,4
Cc1ccc(-c2nc(C#N)c(NCC3CCCO3)o2)cc1 (configuration not stated),-7,-0.9,0,0,-2,0,3,-4,-4,-3
COc1ccccc1C1(CCNS(=O)(=O)c2ccc(C)cc2)CCOC(C(C)C)C1 (configuration not stated),0,-3.4,4,-52,2,4,8,-1,-1,-14
COc1cccc(OC)c1C(=O)Nc1nc2ccc([N+](=O)[O-])cc2s1,1,2.6,7,-11,-1,1,0,-4,10,-7
CC(=O)Nc1ccc2nc(-c3ccncc3)[nH]c2c1,5,0.2,8,-3,-1,1,-7,1,2,-5
CC(C)(C)c1ccc(C(=O)NNC(=O)C(=O)N2CCCCC2)cc1,0,-1.7,0,-3,4,1,13,-2,-2,-4
Cn1c(=O)c(C(=O)NNC(=O)c2ccc(Br)cc2)c(O)c2ccccc21,2,0.4,-1,-6,-3,1,16,1,0,7
COc1ccccc1Nc1cc(C(=O)NC2CCCC2)c2ccccc2n1,-2,-0.2,-2,-8,-3,4,-7,1,3,-4
O=C(CCc1ccccc1)Nc1cccc(-c2nnc(-c3ccco3)o2)c1,8,-1.9,10,-6,0,-2,-4,-2,6,-4

Remaining list, next part:
Below each compound: MBD2 DNA inh | PG9 Ab binder | NR1D1 modulator | HTRA1 inhibitor | LEDGF integ inh | PRMT1 inh | TCR CD3 inh | UHRF1 MBD2 ctr | rCAG RNA binder | ABHD4 inh
> CSc1nc2ccc(NS(=O)(=O)c3cccc(Cl)c3Cl)cc2s1
  4 | -2.6 | -2 | -24 | 2 | 1 | 4 | 5 | 29 | -19
> CC(C)CCn1c(N)c(S(=O)(=O)c2cccs2)c2nc3ccccc3nc21
  -2 | -1.8 | -2 | -85 | 4 | 4 | 2 | -6 | 11 | -24
> Cc1cc(C)cc(NC(=O)N2CCN(S(C)(=O)=O)CC2)c1
  0 | -1.8 | 4 | 3 | 2 | -4 | 1 | -1 | -1 | 1
> COc1ccc(NS(=O)(=O)c2c(F)cccc2F)cc1S(=O)(=O)N1CCOCC1
  2 | -4.0 | -3 | 8 | -5 | 2 | -2 | 0 | 9 | 7
> CC1=C(C(=O)OCCOC(C)C)C(c2cc3c(cc2Br)OCO3)C2=C(CCCC2=O)N1 (configuration not stated)
  -2 | 0.3 | 0 | 4 | -1 | -3 | 4 | -1 | -6 | -2
> CCNCCNC(=O)c1c(O)c2cccc3c2n(c1=O)CCC3
  4 | 1.1 | 0 | 1 | 1 | -1 | -6 | 2 | 8 | -11
> COCCNc1nc(NCCCN(C)C)c2sccc2n1
  1 | 0.0 | 0 | . | -2 | -1 | -3 | 0 | 3 | -5
> COc1ccc(NC(=O)Cn2nc(C)c3ccccc3c2=O)cc1
  7 | -2.5 | -2 | 2 | 2 | -9 | 2 | -1 | 0 | -1
> Cc1nnsc1SCCNC(=O)c1c(F)cccc1F
  -2 | -1.1 | 6 | -3 | -3 | 5 | -1 | 4 | 4 | -1
> CC(C)c1ccc(CC(C)C2C3=C(CCCC3=O)OC3=C2C(=O)CCC3)cc1 (configuration not stated)
  -2 | -1.6 | 6 | -28 | 0 | 1 | -5 | 1 | -4 | -4
> COc1ccc(-c2cc(C(F)(F)F)n3ncc(C(=O)NCC4CCCO4)c3n2)cc1OC (configuration not stated)
  3 | -0.3 | 28* | 1 | -1 | 5 | -2 | 0 | 2 | 1
> Cc1cccc(NC(=S)NCCSc2ccc(Cl)cc2)c1
  0 | -1.8 | -2 | -57 | -2 | 3 | -8 | 3 | -1 | -29
> CCCCn1c(N)c(N(CCOC)C(=O)C2CCN(S(=O)(=O)c3ccc(C)c(C)c3)CC2)c(=O)[nH]c1=O
  6 | 1.6 | 3 | -4 | 2 | 6 | -7 | 4 | -3 | -10
> Cc1ccccc1-n1nnnc1SCC(=O)Nc1ccc(N2CCN(C)CC2)cc1
  -3 | 1.2 | 1 | 8 | -4 | 0 | 3 | -1 | -5 | 3
> Fc1ccc(Cn2nnnc2C(c2cccs2)N2CCN(C3CCCCC3)CC2)cc1 (configuration not stated)
  3 | -0.6 | -2 | -4 | -5 | 0 | -1 | 0 | -7 | 5
> Cc1nc(-c2cccnc2)sc1C(=O)N/N=C/c1ccccc1Cl
  -2 | 0.0 | -15 | . | 3 | 1 | 3 | -1 | 1 | 5
> COC(=O)C[C@@H]1CC[C@H]2[C@@H](COc3ccc(NC(=O)Nc4ccccc4Cl)cc3C(=O)N2C)O1
  1 | . | 8 | . | -4 | 0 | . | 0 | 3 | 6
> O=S(=O)(Nc1ccc(-c2ccc3nncn3n2)cc1)c1ccccc1F
  -4 | -0.7 | 9 | 3 | 1 | -4 | 11 | -1 | 5 | 5
> CS(=O)(=O)N1CCN(C(=O)c2ccc(-c3ccccc3)cc2)CC1
  -2 | 0.5 | 1 | 2 | 1 | 1 | 10 | -3 | -2 | 6
> CCN(CC)c1ccc2ccc(=O)oc2c1
  1 | 0.0 | -3 | . | -5 | 3 | 4 | -4 | 7 | 0
> CC(=O)Nc1ccc(NC(=O)c2nccnc2C(=O)O)cn1
  2 | -0.3 | 0 | 0 | 13 | 1 | 5 | -4 | 1 | 0
> CO[C@H]1[C@@H]2C=CO[C@@H](O[C@H]3O[C@@H](CO)[C@H](O)[C@@H](O)[C@@H]3O)[C@@H]2[C@@]2(CO)O[C@@H]12
  0 | -0.4 | 1 | 4 | -2 | -2 | 11 | 4 | 2 | -2

This is a subset; the hit share may differ from the screen's.
